Screens from PubChem.
TcdB GH inh – blocks C. difficile toxin B glycohydrolase activity; 350,000 compounds, 0.24% hits; AID 652162; TcdB glycohydrolase enzymatic assay, plate reader; inhibition, % at 9.99 µM; P18177; in the data active = inhibition above about 10%
Rv3671c protease – inhibitors of M. tuberculosis serine protease Rv3671c. P9WHR9. inhibition, % at 5.96 µM. 320,000 compounds, 0.048% hits. AID 2606; in the data active = inhibition above about 38%;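 note: extracellular domain of Rv3671c used as enzyme; 0% = enzyme with DMSO and 100% = no enzyme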
Target sequence (P9WHR9 whole entry, looked up, the tested form may be a part): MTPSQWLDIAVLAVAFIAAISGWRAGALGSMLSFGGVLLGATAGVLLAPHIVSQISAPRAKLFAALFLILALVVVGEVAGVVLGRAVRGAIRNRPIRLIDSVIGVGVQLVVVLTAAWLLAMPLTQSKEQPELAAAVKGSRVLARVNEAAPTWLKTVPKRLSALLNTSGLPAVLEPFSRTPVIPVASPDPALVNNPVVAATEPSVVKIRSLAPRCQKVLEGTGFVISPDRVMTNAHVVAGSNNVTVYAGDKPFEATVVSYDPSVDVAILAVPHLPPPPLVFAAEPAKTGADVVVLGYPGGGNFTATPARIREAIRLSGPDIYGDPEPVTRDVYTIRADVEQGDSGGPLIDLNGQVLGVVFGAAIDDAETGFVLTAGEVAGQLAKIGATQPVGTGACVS
MazEF act – increases E. coli MazEF RNase cleavage of RNA. FAM/BHQ RNA-DNA oligo cleavage fluorescence, 5 h. activation, % at 20 µM. 350,000 compounds, 0.32% hits. AID 504720; in the data active = activation above about 50%
Target sequence (P0AE70 whole entry, looked up): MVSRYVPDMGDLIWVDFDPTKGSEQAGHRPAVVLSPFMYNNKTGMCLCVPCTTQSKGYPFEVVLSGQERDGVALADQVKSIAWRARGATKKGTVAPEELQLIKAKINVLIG
3CLpro inhibitor – SARS-CoV 3CLpro protease inhibition. P0C6X7. recombinant SARS-CoV 3CLpro, quenched FRET peptide cleavage. inhibition, % at 6 µM. 290,000 compounds, 0.14% hits. AID 1706; in the data active = inhibition above about 12%
BH1578 lux ind – induces V. cholerae light production without autoinducers | V. cholerae BH1578 lux reporter, luminescence, 6 h | activation, % at 18.7 µM | 350,000 compounds, 0.16% hits | AID 588436; in the data active = activation mostly above about 9.7%, no sharp cut-off; note: not every result past the cut was called active; inactives centre near 0; reference of the scale not given here
PriA SSB inh – K. pneumoniae PriA-SSBct interaction inhibition; AlphaScreen SSBct-PriA binding, biotinylated peptide; 430,000 compounds, 0.6% hits; AID 1272365; inhibition, % at 33 µM; in the data active = inhibition mostly above about 37%, no sharp cut-off; inactive = mostly below about 20%;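 note: plate controls were negative control peptide for no effect and reference peptide for full effect; strong numbers were not always called active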
DUSP3 inh – DUSP3 (human) phosphatase inhibition; recombinant VHR phosphatase, pNPP absorbance; inhibition, % at 13.3 µM; 290,000 compounds, 0.52% hits; AID 1654; in the data active = inhibition above about 50%; note: some compounds called inactive have numbers as strong as hits
Target sequence (P51452 whole entry, looked up): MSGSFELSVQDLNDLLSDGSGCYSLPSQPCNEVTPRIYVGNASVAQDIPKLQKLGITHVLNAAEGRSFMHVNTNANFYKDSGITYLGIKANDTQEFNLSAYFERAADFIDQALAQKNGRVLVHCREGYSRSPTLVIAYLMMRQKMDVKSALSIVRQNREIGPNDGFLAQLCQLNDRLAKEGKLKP
PrPC TRFRET – reduces human prion protein on the cell surface | P04156 | cell surface PrPC, TR-FRET read-out | inhibition, % at 13.8 µM | 370,000 compounds, 0.43% hits | AID 720596; in the data active = inhibition above about 24%; note: 0% = median of the test wells and 100% = reference compound wells
Yp Topo-I inh – Y. pestis Topo-I inhibition via cleavage products | Y. pestis Topo-I cleavage product accumulation, plate reader | activity, % at 10 µM | 360,000 compounds, 0.064% hits; in the data active = activity above about 50%, passing the limit was not always enough; note: inactives centre near 2
CCHFV vOTU inh – CCHFV vOTU protease inhibition; Pep-AMC fluorescence; 370,000 compounds, 0.55% hits; inhibition, % at 11.5 µM; in the data active = inhibition above about 30%; note: 0% = vehicle wells with enzyme and 100% = no enzyme wells
The depositor's hits bear a star; i = inactive; / = no result given.

SMILES	TcdB GH inh	Rv3671c protease	MazEF act	3CLpro inhibitor	BH1578 lux ind	PriA SSB inh	DUSP3 inh	PrPC TRFRET	Yp Topo-I inh	CCHFV vOTU inh
CC(C)(C)c1ccc(-n2ncc3c2CCCC3NC(=O)c2cnccn2)cc1 (stereo unspecified)	-0.2	-12	-9	8	-0.6	1	-2	-3	-7	4
COc1cc(OC)cc(C(=O)NC(=S)Nc2ccc3c4c(cccc24)CC3)c1	/	6	-3	1	5.3	-13	-7	2	11	-1
N#Cc1ccc(CSc2nnc(Cc3cccs3)n2Cc2ccco2)cc1	/	1	25	-6	-0.1	-3	-12	/	12	/
CCc1ccc(NC(=O)C2CCCN(S(=O)(=O)c3c(C)[nH]c(=O)[nH]c3=O)C2)cc1 (stereo unspecified)	-0.3	7	11	1	i	-14	9	1	-4	5
CN(C)/C=C1\C(=O)ON=C1c1ccccc1	0.1	2	-3	4	-0.3	8	9	6	3	4
CCCN1CCCc2ccccc21	0.4	14	4	-4	1.6	39*	6	-1	6	3
S=c1[nH]nc(-c2ccccc2)n1/N=C/c1ccc(-c2ccccc2Cl)o1	/	-8	-9	3	-0.3	/	-2	-5	19	1
COc1ccc(-c2ocnc2C(=O)N2CCN(C(=O)C(c3ccccc3)c3ccccc3)CC2)cc1	0.6	-6	-19	4	-4.4	-4	17	-11	-2	-11
C[C@@H](O)CNC(=O)c1[nH]cnc1C(=O)N[C@H](C)c1ccccc1	0.6	/	9	/	-0.7	/	/	-2	2	2
O=C(O)CCNc1ccc2c(c1)OCCO2	/	-5	-30	-1	i	6	-10	-7	0	5
Cc1ccc(CN2CCN(C(=O)C3CCC3)CC2)cc1	1.2	8	10	4	2.7	-8	13	/	-2	/
COc1ccc2c(c1)CCc1cnoc1-2	1.0	/	-4	/	i	-17	/	2	3	3
CC(=O)c1cc2c(cc1NS(=O)(=O)c1ccc(F)cc1)OCO2	3.5	1	6	5	i	-9	12	9	5	4
COc1ccc(C2=NOC(C(=O)Nc3cc(C)nn3-c3ccccc3)C2)cc1OC (stereo unspecified)	-1.4	-1	7	-2	-0.3	-14	21	6	1	7
O=C1CC(SCc2nc3ccccc3[nH]2)C(=O)N1c1ccc(Cl)cc1 (stereo unspecified)	/	-4	3	-2	i	-14	24	-1	-9	10
COc1ccc(C(C)NC(=O)c2ccncc2)cc1OC (stereo unspecified)	1.1	-5	-2	-8	i	-5	44	4	-3	7
COc1ccc(Cc2nnc(SCC(=O)NC3(C#N)CCCCC3)n2N)cc1	1.3	6	6	/	i	-12	/	-2	-1	9
COc1ccccc1NCC(O)Cn1c2ccccc2c2ccccc21 (stereo unspecified)	/	-4	2	3	-0.3	44	-9	6	5	0
COC(=O)c1cccc(NC(=O)Cc2coc3cc(OC)ccc23)c1	/	-8	8	5	-1.6	5	13	2	15	10
CCOC(=O)Cn1cnc2c(nnn2-c2ccc(F)cc2)c1=O	2.3	-2	21	-3	-2.5	-8	17	6	-3	1
CCOC(=O)N1CCN(Cc2nc3c(c(=O)n(C)c(=O)n3C)n2Cc2ccccc2)CC1	1.2	1	10	2	-0.3	-9	7	1	14	0
O=[N+]([O-])c1ccccc1S(=O)(=O)N1CCN(CC2CC=CCC2)CC1 (stereo unspecified)	0.3	11	9	-4	0.7	19	21	-7	-1	8
NC(=O)Nc1ccc(C(=O)OCC(=O)Nc2sccc2C(N)=O)cc1	-0.1	/	6	/	-0.6	5	/	-2	-1	0
CS(=O)(=O)c1ccc2nc(NC(=O)CCN3C(=O)c4ccccc4C3=O)sc2c1	0.5	0	11	3	-0.4	-17	17	8	-7	13
O=C(CCNC(=O)c1ccccc1Cl)NN=Cc1ccccc1[N+](=O)[O-]	1.5	-1	8	/	i	0	/	-24	0	0

Quoted from the entries so far for reference:
SMILES	TcdB GH inh	Rv3671c protease	MazEF act	3CLpro inhibitor	BH1578 lux ind	PriA SSB inh	DUSP3 inh	PrPC TRFRET	Yp Topo-I inh	CCHFV vOTU inh
O=C(O)CCNc1ccc2c(c1)OCCO2	/	-5	-30	-1	i	6	-10	-7	0	5
Cc1ccc(CN2CCN(C(=O)C3CCC3)CC2)cc1	1.2	8	10	4	2.7	-8	13	/	-2	/
COc1ccc2c(c1)CCc1cnoc1-2	1.0	/	-4	/	i	-17	/	2	3	3

Single values from above:
NC(=O)Nc1ccc(C(=O)OCC(=O)Nc2sccc2C(N)=O)cc1 in PriA SSB inh: 5
COc1ccc(C2=NOC(C(=O)Nc3cc(C)nn3-c3ccccc3)C2)cc1OC (stereo unspecified) in PrPC TRFRET: 6
O=C1CC(SCc2nc3ccccc3[nH]2)C(=O)N1c1ccc(Cl)cc1 (stereo unspecified) in MazEF act: 3
CCc1ccc(NC(=O)C2CCCN(S(=O)(=O)c3c(C)[nH]c(=O)[nH]c3=O)C2)cc1 (stereo unspecified) in Yp Topo-I inh: -4
COc1ccc(C(C)NC(=O)c2ccncc2)cc1OC (stereo unspecified) in Yp Topo-I inh: -3
O=C(O)CCNc1ccc2c(c1)OCCO2 in 3CLpro inhibitor: -1

Further records
SMILES	TcdB GH inh	Rv3671c protease	MazEF act	3CLpro inhibitor	BH1578 lux ind	PriA SSB inh	DUSP3 inh	PrPC TRFRET	Yp Topo-I inh	CCHFV vOTU inh
Cc1ccc(C)c(Cn2c(C)nc3c(sc(=S)n3-c3ccccc3)c2=O)c1	-0.1	1	-9	2	-0.2	-9	-25	5	-7	-7
CC[C@@]1(C(=O)OC)N[C@H](CN(C)C(=O)c2ccc(F)cc2)[C@@H]2C(=O)N(C)C(=O)[C@@H]21	-0.2	4	-5	/	i	-1	/	6	2	9
O=C(N=C1SC2CS(=O)(=O)CC2N1c1ccc(F)cc1)C1CC1 (stereo unspecified)	1.1	0	8	1	i	-2	44	0	-10	5
CC(C)C(CCN1C(=O)c2ccccc2C1=O)c1ccco1 (stereo unspecified)	/	1	1	3	/	-24	4	-11	18	0
CNc1nc(CC(C)=O)ns1	/	-1	9	-1	i	1	10	-1	4	13
COc1ccc(/C=C/c2onc(C)c2S(=O)(=O)N2CCC(C(=O)N3CCC(C)CC3)CC2)cc1	-0.2	5	-4	-3	i	3	13	10	27	0
CCOc1ccccc1/C=N/n1nnnc1N	1.1	2	1	1	i	/	40	-5	2	5
COc1ccccc1N=C(C)C1=C(O)COC1=O	/	0	5	0	-7.1	-6	15	9	-7	3
CCn1c(SCC(=O)N/N=C(/C)c2ccncc2)nc2ccccc21	-4.0	-7	6	3	-1.9	/	1	4	-2	-19
O=S(=O)(CCN1CCN(c2ccccc2O)CC1)c1cc(Cl)ccc1Cl	-2.7	/	0	/	-1.4	1	/	36*	6	-9
CCCC/C(C)=C/[C@@H](NP(=O)(c1ccccc1)c1ccccc1)c1ccccc1	1.0	-11	-2	4	i	-8	5	8	37	16
CCCCCCn1c(CN2CCCCC2)nc2c1c(=O)n(C)c(=O)n2C	/	0	3	-3	-5.0	-6	/	7	6	-3
COc1ccc(S(N)(=O)=O)cc1C(=O)NNC(=O)c1cccc(S(=O)(=O)N2CCOCC2)c1	-0.1	/	0	/	4.6	2	/	-3	2	3
CC(=O)c1ccc(OCC(C)C)c(CN2CCCCC2)c1	/	-4	7	-2	i	-22	12	-4	-6	-1
CCOC(=O)c1c2ccccc2[n+]([O-])n1CCO	-0.1	-6	2	/	-2.2	-4	/	-9	1	3
CC(C)C[C@H](NC(=O)N1CC(=O)Nc2ccccc21)C(=O)N[C@@H](Cc1c[nH]c2ccccc12)C(=O)O	0.3	-5	-5	1	-0.6	-2	17	0	4	13
Cc1nc2ccc(N=NC3=C(O)CC(C)(C)CC3=O)cc2s1	/	6	-2	-3	i	-3	5	0	3	12
COC(=O)c1cc(CNC(=O)C(C)NS(=O)(=O)c2ccc(C)c(C)c2)ccc1OC (stereo unspecified)	1.1	-6	0	1	i	-10	14	0	-1	0
CC(=O)Nc1ccc(C(=O)Nc2ccc(S(=O)(=O)NCC3CCCO3)cc2)cc1 (stereo unspecified)	/	-14	1	-1	i	-14	17	-1	4	-8
CCc1ccc(N=C2NC(=O)/C(=C/c3cc(OC)c(O)c(OC)c3)S2)cc1	-5.6	/	2	2	i	17	-12	-7	-6	4
CC1=CC(=O)[C@@H](O)[C@@H](c2ccccc2Br)N1C	1.1	/	3	/	0.7	-6	/	-4	-6	5
O=C(CNc1cccc([N+](=O)[O-])c1)N/N=C/c1ccc(F)cc1	-1.3	13	-19	1	i	/	12	-4	-3	12
COc1ccc2c(c1OC)C(=O)OC2CC(=O)c1ccc(O)cc1 (stereo unspecified)	/	3	7	4	i	3	-1	-15	-7	21
CC1(C)Cc2c(cnn2-c2ccccc2)C(NC(=O)C2(C(N)=O)CC2)C1 (stereo unspecified)	-1.3	0	6	-3	i	7	15	-3	2	8
CCOC(=O)C(C)(C)N(Cc1cccc(C)c1)S(=O)(=O)c1cccc([N+](=O)[O-])c1	/	5	6	2	3.5	24	26	-9	7	17

5 of the compounds above, with values under each structure:
Sequence of screens: TcdB GH inh	Rv3671c protease	MazEF act	3CLpro inhibitor	BH1578 lux ind	PriA SSB inh	DUSP3 inh	PrPC TRFRET	Yp Topo-I inh	CCHFV vOTU inh
> O=S(=O)(CCN1CCN(c2ccccc2O)CC1)c1cc(Cl)ccc1Cl
 : -2.7	/	0	/	-1.4	1	/	36*	6	-9
> COC(=O)c1cc(CNC(=O)C(C)NS(=O)(=O)c2ccc(C)c(C)c2)ccc1OC (stereo unspecified)
 : 1.1	-6	0	1	i	-10	14	0	-1	0
> Cc1ccc(C)c(Cn2c(C)nc3c(sc(=S)n3-c3ccccc3)c2=O)c1
 : -0.1	1	-9	2	-0.2	-9	-25	5	-7	-7
> CC(=O)Nc1ccc(C(=O)Nc2ccc(S(=O)(=O)NCC3CCCO3)cc2)cc1 (stereo unspecified)
 : /	-14	1	-1	i	-14	17	-1	4	-8
> CC(C)C(CCN1C(=O)c2ccccc2C1=O)c1ccco1 (stereo unspecified)
 : /	1	1	3	/	-24	4	-11	18	0

Other results follow.
SMILES	TcdB GH inh	Rv3671c protease	MazEF act	3CLpro inhibitor	BH1578 lux ind	PriA SSB inh	DUSP3 inh	PrPC TRFRET	Yp Topo-I inh	CCHFV vOTU inh
CCCC(C)NC(=O)COC(=O)c1ccccc1SCC(=O)NC(C)CCC (stereo unspecified)	-1.3	1	-15	1	1.4	4	22	-1	5	-14
O=C(N/N=C/c1cccc(OC(=O)c2ccc3c(c2)OCO3)c1)c1cncc(Br)c1	/	-90	5	3	-0.5	/	37	-3	5	-23
CCN1/C(=C/C=C2/SC(=Nc3cccc4ncccc34)N(C)C2=O)Sc2ccccc21	1.9	/	-83	/	0.9	3	/	0	-1	-10
Cc1ccccc1N=C1NC(=O)/C(=C/c2cccn2-c2cccc(C(=O)O)c2)S1	-0.1	/	-16	-3	/	-15	56*	8	/	-7
COc1ccccc1C1C(C(=O)NCc2ccccc2)=C(C)Nc2ncnn21 (stereo unspecified)	/	-4	3	1	-0.7	-4	4	-2	2	-9
CCn1c2ccccc2c2cc(/C=N/NC(=O)c3cccc(C)c3)ccc21	/	3	2	-2	i	/	2	-1	-1	5
COc1ccc2cc(C)c3nnc(SCC(=O)Nc4nc(-c5ccc(F)cc5)cs4)n3c2c1	/	-17	-12	4	-0.3	-3	7	-2	-1	-7
O=[N+]([O-])c1cc(C(F)(F)F)cc([N+](=O)[O-])c1NCCNC(=S)Nc1ccc(Cl)c(Cl)c1	0.3	-50	14	8	-0.5	-1	13	-2	-38	13
COC(=O)[C@H](c1ccccc1Cl)N1CCc2sccc2C1	1.6	-1	-1	-2	0.6	-22	-6	3	11	3
CCN1CCN(C(=O)c2cccc(OC3CCN(S(C)(=O)=O)CC3)c2)[C@@H](C)C1=O	-0.6	-7	3	-3	-0.8	-2	34	-4	11	10
Cc1ccc(C)c(C2=NNC(=NCc3ccccc3)SC2)c1	6.0	/	-3	-1	0.0	19	6	4	-13	7

Not all compounds are listed. The share of hits here may be higher or lower than overall.
